NCOA3 inh = inhibitors of human steroid receptor coactivator 3 (SRC3). Q9Y6Q9. HEK293 GAL4-SRC3 luciferase reporter, luminescence. inhibition, % at 3.6 µM. hit rate 0.17% among 360,000;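 active means inhibition above a per-campaign cutoff, the mean of all compounds plus 3 SD, cut at about 60% in these data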;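 further: 0% = DMSO-treated cells and 100% = gossypol-treated cells at 36 µM; higher means less SRC3-driven luciferase light from the GAL4 reporter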
NOD2-RIPK2 inh = blocks binding of human NOD2 to RIPK2. CHO BLA complementation NOD2-RIPK2, CCF4 ratio. O43353. hit rate 0.38% among 360,000. inhibition, % at 4.98 µM; in the data active means inhibition above about 21%;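 further: 0% = vehicle only and 100% = reference blocker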
NR5A2 inv ag = inverse agonists of human LRH-1 (NR5A2); HEK293T StAR-luciferase reporter, LRH-1 transfected, 24 h; inhibition, % at 3.6 µM; hit rate 0.13% among 360,000; AID 602396;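 active means inhibition above the mean inhibition of all tested compounds plus 3 SD, cut at about 73% in these data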;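 further: 0% = DMSO wells and 100% = reporter-only cells lacking LRH-1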
MC4R ag barr = agonists of human melanocortin 4 receptor (MC4R) beta-arrestin | P32245 | U2OS MC4R beta-arrestin complementation, luminescence; percent of melanotan II response, DMSO zero | activation, % at 8.9 µM | hit rate 0.98% among 360,000 | AID 540308;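 active means activation above a per-plate cutoff, the mean activation of sample wells on that plate plus 3 SD, cut at about 8% in these data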
ABHD5-PLIN5 inh = ABHD5-PLIN5 protein interaction inhibition. Split G. princeps luciferase complementation, luminescence, 4 h. AID 602281. Q00G26+Q8WTS1. inhibition, % at 4 µM. hit rate 0.78% among 360,000;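 active means inhibition above the mean inhibition across every tested compound plus 3 SD, cut at about 22% in these data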;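 further: 0% = DMSO only wells and the 100% control is not disclosed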
Target sequence (Q00G26 whole entry, looked up): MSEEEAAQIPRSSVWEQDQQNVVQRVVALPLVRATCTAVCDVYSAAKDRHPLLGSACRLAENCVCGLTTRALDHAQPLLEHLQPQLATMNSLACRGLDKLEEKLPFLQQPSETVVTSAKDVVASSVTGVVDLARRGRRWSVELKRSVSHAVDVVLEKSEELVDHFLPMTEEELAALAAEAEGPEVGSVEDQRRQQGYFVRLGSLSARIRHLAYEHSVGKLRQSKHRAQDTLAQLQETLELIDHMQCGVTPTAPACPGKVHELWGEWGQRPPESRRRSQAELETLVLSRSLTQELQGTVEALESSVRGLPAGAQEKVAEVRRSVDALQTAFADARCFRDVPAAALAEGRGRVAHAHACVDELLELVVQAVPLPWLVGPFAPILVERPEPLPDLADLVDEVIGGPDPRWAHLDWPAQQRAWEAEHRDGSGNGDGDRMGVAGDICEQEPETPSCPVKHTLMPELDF
Target sequence (Q8WTS1 whole entry, looked up): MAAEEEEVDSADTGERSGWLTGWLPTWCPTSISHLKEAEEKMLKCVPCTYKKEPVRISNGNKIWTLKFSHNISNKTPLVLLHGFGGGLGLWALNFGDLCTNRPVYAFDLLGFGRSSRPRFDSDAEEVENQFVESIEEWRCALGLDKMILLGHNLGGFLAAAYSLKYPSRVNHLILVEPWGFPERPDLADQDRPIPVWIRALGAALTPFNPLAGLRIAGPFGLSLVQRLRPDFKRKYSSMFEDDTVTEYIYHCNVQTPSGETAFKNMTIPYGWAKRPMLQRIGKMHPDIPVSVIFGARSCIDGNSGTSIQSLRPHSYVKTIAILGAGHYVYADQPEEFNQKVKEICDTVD
NR2F2 inh = NR2F2 (human) inhibition, primary screen | HEK293T NGFI-A luciferase reporter, luminescence | hit rate 0.7% among 370,000 | inhibition, % at 8.6 µM | P24468;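 active means inhibition above a per-plate cutoff, mean inhibition of test wells between control levels plus 3 SD, cut at about 38% in these data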;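 further: cells cotransfected with COUP-TFII expression vector driving the NGFI-A reporter; 0% = median of COUP-TF2 test wells and 100% = reporter-only cells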
EBV LMP1 NFkB = Epstein-Barr LMP1 NF-kappaB reporter inhibition; inhibition, % at 12.5 µM; LMP1-induced NF-kappaB luciferase reporter cells, luminescence; hit rate 0.69% among 350,000; AID 504558; in the data active means inhibition above about 41%;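 further: 0% = neutral control wells and 100% = reference inhibitor control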
SRC1 inh = inhibits human SRC1 coactivator; hit rate 0.12% among 360,000; Q15788; HEK293 GAL4-SRC1 luciferase reporter, luminescence; inhibition, % at 3.6 µM;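 active means inhibition above the campaign mean plus 3 SD, with each screening campaign given its own cutoff, cut at about 60% in these data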;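 further: 0% = DMSO treated cells and 100% = gossypol at 36 µM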
SRC2 inh = inhibits human steroid receptor coactivator 2; Q15596; HEK293 GAL4-SRC2 luciferase reporter, luminescence; inhibition, % at 9 µM; hit rate 0.17% among 370,000;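 active means inhibition above the mean inhibition of all tested compounds plus 3 SD, set per campaign, cut at about 52% in these data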;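 further: 0% = DMSO treated cells and 100% = cells given Gossypol at 36 µM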
MC4R antagonist = blocks human MC4R cAMP signaling | MC4R-expressing cells, MTII-stimulated cAMP, LANCE TR-FRET | P32245 | inhibition, % at 6.5 µM | hit rate 0.48% among 360,000;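 active means inhibition above its plate's cutoff, the mean of tested wells on that plate plus 3 SD, cut at about 29% in these data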;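 further: 0% = Melanotan II alone and 100% = Melanotan II plus saturating MCL0020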
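System – human MC4R-expressing U2OS cells · Also added – Melanotan II · Dosing – one concentration, 6.5 µM nominal · Timing – 30-min compound, 1-h challenge, 1-h detection, room temperature · Measured by – Eu-cAMP/anti-cAMP TR-FRET, emission 671 nm · Replicates – singlicate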
TLR9-MyD88 inh = inhibitors of human TLR9-MyD88 binding; CHO BLA complementation TLR9-MyD88, CCF4 FRET ratio; AID 504734; Q9NR96+Q99836; inhibition, % at 4.98 µM; hit rate 0.21% among 340,000;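 active means inhibition above the mean over all tested compounds plus 3 SD, cut at about 21% in these data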;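 further: 0% = DMSO only wells and 100% = clavulanate BLA inhibitor control wells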
* hit, by the source's call; / = not tested or not shown. Only part of the results is shown; count on the stated rates, not on these rows.

SMILES	NCOA3 inh	NOD2-RIPK2 inh	NR5A2 inv ag	MC4R ag barr	ABHD5-PLIN5 inh	NR2F2 inh	EBV LMP1 NFkB	SRC1 inh	SRC2 inh	MC4R antagonist	TLR9-MyD88 inh
Cc1ccc(S(=O)(=O)N2CCC(C(=O)N3CCCCCCC3)CC2)cc1C	6	-40	11	2.7	7	4	-6	2	-18	-11	-1
CCc1nc(SCC(=O)Nc2nnc(C(C)C)s2)n[nH]1	-21	-4	-2	-0.4	0	-13	-8	-16	-19	5	5
O=C(Cn1c(=O)n(Cc2ccc(F)cc2)c(=O)c2ccccc21)NCC1CCCO1 (stereo unspecified)	5	5	-8	-0.8	-6	9	2	11	-18	-2	-8
Cc1ccc(-c2[nH]nc3c2C(c2ccc(OC(=O)N4CCOCC4)cc2)C(C#N)=C(N)O3)cc1 (stereo unspecified)	-3	-3	36	-2.4	-28	/	-6	0	/	15	6
Cc1cccc(CSc2nnc(Cn3c(=O)sc4ccccc43)n2C)c1	2	-6	-2	-0.1	7	2	-3	-13	-6	4	-5
COc1ccc(S(=O)(=O)N2CCOCC2)cc1NC(=O)CN1CCCc2ccccc21	5	-9	12	-1.3	12	-1	-5	-16	-5	-7	8
CC(Oc1cc2oc(=O)c3c(c2cc1Cl)CCC3)C(=O)NCCCn1ccnc1 (stereo unspecified)	-12	-19	-9	-1.8	0	-4	-7	3	-7	-3	-3
COc1cc(OC)c2c(C)c(Cl)c(=O)oc2c1	4	-2	26	1.3	-4	-14	3	-20	24	13	-2
Cc1ccccc1OCC(=O)OCC(=O)Nc1cc(C(F)(F)F)ccc1N1CCOCC1	-4	12	6	0.3	-4	-4	9	-39	-7	7	-1
COc1ccc(CN2C3CCC2CC(NC(=O)c2cc(OC)c(OC)c(OC)c2)C3)cc1 (stereo unspecified)	11	7	-1	-1.6	-1	7	-7	6	-21	-2	-3
O=C(NC(Cc1ccccc1)C(=O)O)/C(=C\c1ccco1)NC(=O)c1ccco1 (stereo unspecified)	0	4	4	-1.1	5	19	-6	-7	-12	-6	1
CCN1CCN(CCCN(Cc2ccco2)C(=S)Nc2ccccc2Cl)CC1	23	-5	12	-0.8	-6	10	3	5	-24	-3	-2
CC(C)c1ccc(C(=O)N2CCCC(c3cc(C(=O)Nc4ccccc4Cl)no3)C2)cc1 (stereo unspecified)	-16	-16	-15	2.1	2	-8	/	2	-4	19	/
COc1ccccc1OCC(=O)NCC1CCCN(C(=O)c2ccccc2SC)C1 (stereo unspecified)	8	-6	-9	-1.8	5	23	-3	-8	5	7	0
CCN(CC)S(=O)(=O)c1ccc(NS(=O)(=O)c2ccc3oc(=O)[nH]c3c2)cc1	6	0	8	-2.6	0	-8	-4	4	-28	17	-2
Cc1ccc(/C=C/C(=O)Nc2cccnc2)o1	-21	-1	-47	2.3	21	11	-9	-17	-61	-12	0
CCOC(=O)c1cc(-c2csc(COc3ccccc3)n2)on1	25	9	0	-0.1	0	22	7	-21	4	22	-8
CC(C)(C)S(=O)N1Cc2ccc(CO)cc2[C@H]1CCO (stereo partly specified)	15	5	4	-1.9	-2	-12	-12	9	2	-1	-11
COc1ccc(/C(O)=C2/C(=O)C(=O)N(CCN(C)C)C2c2ccc(C)cc2)cc1Cl (stereo unspecified)	6	-5	-1	-2.1	-3	-3	9	7	3	-3	-4
O=C(Nc1ccccc1)Nc1ccccc1-n1ccnc1	-8	-3	-3	-1.4	4	7	1	-5	-3	2	5
COCCNC(=O)c1cc2nc(-c3ccc(F)cc3)cc(C(F)(F)F)n2n1	-2	5	-9	1.3	-6	-2	10	-11	10	0	-11
N#CC1=C(N)OC2=C(C(=O)CCC2)C1c1cc2c(cc1Cl)OCO2 (stereo unspecified)	-13	0	6	0.2	-3	-2	-3	4	0	-2	0
O=C(Nc1nc2n(n1)C(c1ccc(F)cc1)CC(c1ccccc1)N2)c1ccco1 (stereo unspecified)	14	-9	-1	-0.7	-5	9	-5	-4	-2	11	4
C=C(CCO)C1=CCN(S(=O)C(C)(C)C)[C@@H]1CCO (stereo partly specified)	-13	-3	21	-2.3	0	-9	-3	4	-10	8	-2
O=S(=O)(NCC(c1cccnc1)N1CCN(c2ccc(F)cc2)CC1)c1ccc(F)cc1 (stereo unspecified)	1	-6	-8	0.3	6	11	0	8	4	4	6
CCNC(=O)CC1C(=O)N(c2ccc(C)cc2)C(=O)N1CCc1ccc(OC)c(OC)c1 (stereo unspecified)	-7	-10	-8	-1.4	2	5	-4	-30	3	5	-6
C[C@@H]1CN([C@H](C)CO)C(=O)CCCn2cc(nn2)CO[C@H]1CN(C)C(=O)OCc1ccccc1	9	-10	6	1.2	2	-25	-31	-10	5	1	-1
Cc1ccc(C(=O)N2c3ccccc3N(Cc3ccccc3)C(=O)C2(C)C)cc1	3	-19	11	-0.7	-3	51*	23	3	20	9	-10
O=C1NNC(c2ccccc2)=N/C1=C\c1ccccc1Cl	26	8	16	1.4	-10	2	4	6	-6	16	-10
C=CCn1c(SCC(=O)NCc2ccccc2)nnc1-c1ccccc1O	4	1	8	-2.4	0	7	9	10	-13	10	-10
Cc1ccc2c(C)c(C(=O)N3CCN(Cc4ccc5c(c4)OCO5)CC3)oc2c1C	-63	6	-18	0.8	-8	7	-7	-33	-27	-1	1
CCC1=NN(C(=O)c2cccc(Br)c2)C(O)(c2ccc(Br)cc2)C1 (stereo unspecified)	-5	-4	-63	-1.8	-8	-21	-26	-15	-25	0	1
CN(C)CCCNc1oc(-c2ccccc2)nc1C#N	3	-4	12	-2.5	-2	-1	-4	-7	-2	1	-4
CC(C)=CCCC(C)CCO (stereo unspecified)	2	-5	-26	2.1	-5	-10	-4	2	1	21	0
CN(C)C(CNC(=O)c1cc(S(=O)(=O)N2CCOCC2)ccc1Cl)c1cccs1 (stereo unspecified)	0	12	-16	-0.7	-6	-6	-9	-41	-32	4	3
N#Cc1ccccc1CSc1ccc(-c2nc3ccccc3[nH]2)cn1	-32	6	-19	-1.1	0	-23	-10	-24	-35	7	4
Cc1ccc(S(=O)(=O)N2CCCCC2C(=O)NCc2ccco2)cc1 (stereo unspecified)	9	3	-10	-0.1	9	3	5	-19	-5	7	3
COc1ccc(C2c3ccc(O)cc3Oc3ncn(CCCO)c(=N)c32)cc1OC (stereo unspecified)	-3	1	-3	0.9	9	-15	0	12	0	-23	-6
COC(=O)c1cc(C(=O)OCC(=O)NC2CCS(=O)(=O)C2)cc([N+](=O)[O-])c1 (stereo unspecified)	16	2	9	-1.1	2	4	-5	12	23	4	-13
Cc1cccc(N2CCN(C(=O)n3ccnc3)CC2)c1C	9	7	29	-1.2	1	2	3	0	-13	1	7

Ordered by number of heavy atoms (high to low): part of the list above.
SMILES	NCOA3 inh	NOD2-RIPK2 inh	NR5A2 inv ag	MC4R ag barr	ABHD5-PLIN5 inh	NR2F2 inh	EBV LMP1 NFkB	SRC1 inh	SRC2 inh	MC4R antagonist	TLR9-MyD88 inh
CN(C)C(CNC(=O)c1cc(S(=O)(=O)N2CCOCC2)ccc1Cl)c1cccs1 (stereo unspecified)	0	12	-16	-0.7	-6	-6	-9	-41	-32	4	3
C=CCn1c(SCC(=O)NCc2ccccc2)nnc1-c1ccccc1O	4	1	8	-2.4	0	7	9	10	-13	10	-10
CN(C)CCCNc1oc(-c2ccccc2)nc1C#N	3	-4	12	-2.5	-2	-1	-4	-7	-2	1	-4

(next part)
SMILES	NCOA3 inh	NOD2-RIPK2 inh	NR5A2 inv ag	MC4R ag barr	ABHD5-PLIN5 inh	NR2F2 inh	EBV LMP1 NFkB	SRC1 inh	SRC2 inh	MC4R antagonist	TLR9-MyD88 inh
N#CC1=C(N)C(C#N)(C#N)C(c2cccnc2)C2COCC=C12 (stereo unspecified)	-2	6	-13	-2.1	-6	-4	-6	0	-3	7	0
CCCCCCCCCCC[C@@H](C[C@@H]1OC(=O)[C@H]1CCCCCC)OC(=O)[C@H](CC(C)C)NC=O	14	-4	30	0.7	1	-9	-3	6	-21	4	3
Cc1nc2nc(COc3ccccc3)nn2c(C)c1Cl	3	-11	-23	-0.8	-3	-1	-1	-14	-43	12	-3
COc1ccc(OCCNC(=O)c2ccc3nc(C)c(N(C)Cc4ccc(NC(C)=O)cc4)n3c2)cc1	-6	-4	3	-0.8	6	-4	/	16	11	3	/
NC(=O)C1CC(=O)N(c2ccc(OCc3ccc(Cl)cc3Cl)cc2)C1 (stereo unspecified)	-11	-6	-29	-3.4	4	-13	-12	-28	-26	14	2
O=C1CCC(/C=C/c2ccccc2)=NN1Cc1ccccc1Cl	16	3	-20	-0.7	2	6	6	4	0	6	4
COc1ccc(Cc2nc3ccc(C(=O)NCc4cccc(C)n4)cc3o2)cc1OC	-6	7	-9	-0.2	-1	-13	0	-5	-2	18	-12
CC(=O)c1sc(-c2ccccc2)cc1N	6	-16	-14	-0.6	1	1	9	-16	-17	-1	/
CCCCNc1nnc(SCC(=O)N2CCN(S(=O)(=O)c3ccc4ccccc4c3)CC2)s1	13	1	0	-1.8	-4	8	-5	4	6	7	-2
O=C(CSc1ccsc1[N+](=O)[O-])NCCc1ccccc1	-20	1	-11	-1.1	-10	18	-10	-13	-27	3	1
COC(=O)Cc1c(C)c2cc(Cl)c(OC(=O)c3ccco3)cc2oc1=O	10	-11	4	-1.0	-1	0	5	-11	-32	-3	-11
Cc1ccc(S(=O)(=O)/N=C(/Nc2ccc(F)cc2F)c2ccccc2)cc1	9	-2	-3	-2.1	-3	-14	-17	-11	15	3	9
CCOC(=O)c1c(NC(=O)c2ccc(S(=O)(=O)N3CCOCC3)cc2)sc2c1CCN(C)C2	-8	-8	5	1.3	6	14	-10	0	-23	12	-10
Fc1ccc(F)c(CNc2ncnc3cc(Cl)ccc23)c1	-1	-2	23	-2.2	-7	25	15	13	-14	0	-8
Cc1cc(NC(=O)CC(C)C)c(=O)n(Cc2ccccc2F)c1	-1	3	-9	-0.8	-14	-3	3	6	-3	2	-7
CCCCC(=O)Nc1ccc(C(=O)NNC(=O)c2ccc(C)c(Br)c2)cc1	12	0	19	-2.9	8	-10	-9	-2	-16	10	-1
Cc1ccc(CCNC(=O)CCn2ccc3cc(S(=O)(=O)N4CCCC4)ccc32)cc1	-12	-1	22	-0.1	12	-18	-1	4	18	-6	3
COc1ccc(CC2(CO)CCN(Cc3cccc4nccnc34)CC2)cc1	17	1	11	-0.9	-1	10	-2	-19	14	0	-7
COC(=O)C(C)N(C(=O)c1ccc(Cl)cc1)c1c(C)cccc1C (stereo unspecified)	16	4	-7	-0.6	-5	17	-7	14	1	3	5
CCCSc1nc(-c2ccccc2)cc(C(F)(F)F)c1C#N	-9	9	-1	1.9	9	/	8	-41	/	15	2
COc1cccc(NC(=O)C2CCN(S(=O)(=O)c3ccc4c(c3)N(C(C)=O)CCO4)CC2)c1	18	-8	16	-0.9	-4	-2	3	2	9	9	7
